MCF10A rerep: A quantitative high throughput screen for small molecules that induce DNA re-replication in MCF 10a normal breast cells; MCF 10A DNA re-replication, Hoechst nuclear intensity, 48 h; Potency, µM (highest dose often 46.1 µM), without a hit: top-dose activity, positive = re-replication, most hits filed as activators; 2.9% of 350,000 active; AID 624296, 2012; further: potency means the concentration at half of the fitted maximal effect; % of control where 0% means no effect; nearly all actives have a fitted effect of over 50% in size
ATXN2 expr inh: Primary qHTS for Inhibitors of ATXN expression. HEK-293 ATXN2-luciferase reporter, luminescence, 24 h. Potency, µM (titrated, usually from 57 µM), without a hit: at the highest dose activity change, negative = inhibition, hits mostly inhibitors. 0.72% of 360,000 active. AID 1745845, 2022; further: potency means the concentration at half of the fitted maximal effect; on the % scale 0 is the no-effect control and ±100 the full control effect; nearly all actives have a fitted effect of over 55% in size
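ATXN2-luciferase reporter cells (luciferase flanked by upstream and downstream ATXN2 gene portions) were treated 24 h at 37 °C with compounds at up to 57 uM. SteadyGlo luminescence gave expression; GF-AFC fluorescence gave viability.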
Nrf2 ARE act: qHTS of Nrf2 Activators; AREc32 ARE-luciferase reporter (MCF7-derived line), luminescence, 24 h; Potency, µM (titrated, usually from 46.1 µM), for the others: top-dose activation, actives largely listed as activators; 0.31% of 410,000 active; further: potency means the concentration at half of the fitted maximal effect; % of control where 0% means no effect; nearly all actives have a fitted effect of over 65% in size
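Nrf2 activation is followed as ARE-luciferase induction in the AREc32 line after one day of compound treatment; luminescence is read with Steady-Glo.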
A549 tox: Nrf2 qHTS screen for inhibitors: counterscreen for cytotoxicity | A549 ARE-Fluc cells, CellTiter-Fluor viability, 18-24 h | 0.16% of 390,000 active | Potency, µM (highest dose often 46 µM), for inactives: at the highest dose activity change, negative = cytotoxicity, most hits filed as inhibitors; further: potency means the concentration at half of the fitted maximal effect; on the % scale 0 is the no-effect control and ±100 the full control effect
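Cytotoxicity counterscreen: CellTiter-Fluor fluorescence was measured in A549 ARE_Fluc cells after 18-24 h of compound exposure in a concentration series. The subsequent BugLite luminescent read reports ARE-luciferase activity.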
IL-1B inflam inh: qHTS for Inhibitors of Inflammasome Signaling: IL-1-beta AlphaLISA Primary Screen | THP-1 LPS/ATP IL-1B secretion, AlphaLISA, 16 h; active compounds read low | activity change, % at 57.5 µM | 4.7% of 360,000 active | AID 743279, 2014; in the data active means activity change below about -50%; inconclusive means mostly about -30% to -49%; further: on the % scale 0 is the no-effect control and ±100 the full control effect
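Secreted IL-1B measured by AlphaLISA bead assay after 16 h compound exposure of THP-1 cells; compounds (final up to 57.5 uM) added 1 h before LPS (250 ng/mL) and ATP (1.25 mM) stimulation; lower signal means less secretion.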
Nrf2 block: Nrf2 qHTS screen for inhibitors. Potency, µM (top dose mostly 46 µM), for the others: top-dose activity change, negative = inhibition, hits mostly inhibitors. A549 ARE-Fluc reporter, luciferase luminescence, 18-24 h. 2.1% of 360,000 active; further: potency means the concentration at half of the fitted maximal effect; on the % scale 0 is the no-effect control and ±100 the full control effect; nearly all actives have a fitted effect of over 60% in size
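Quantitative HTS in A549 cells stably bearing an antioxidant response element-firefly luciferase construct. Inhibition of Nrf2-driven transcription was scored by luminescence after 18-24 h of compound exposure at 37 °C.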
HepG2 tox: qHTS for Inhibitors of TGF-b: Cytotox Counterscreen; 0.76% of 410,000 active; HepG2 CAGA-GFP viability, ATP luminescence, 18 h; Potency, µM (highest dose often 46.1 µM), inactives show at the highest dose activity change, negative = cytotoxicity, hits mostly cytotoxic; AID 588856, 2011; further: potency means the concentration at half of the fitted maximal effect; some results filed as inactive show a strong effect at the top dose
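CellTiter-Glo luminescence gave cytotoxicity after 18 hours at 37 degrees C. The cells were HepG2 CAGA-GFP in 1% FBS DMEM, stimulated with 500 pg/mL TGF-beta after compound addition. %Activity was normalised to no-cell wells (complete cell-killing) and DMSO (no toxicity), and curves were fitted and classified.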
S2 tox: Viability Counterscreen for Primary qHTS for Inhibitors of ATXN expression | S2 cells (HEK-293 line with an ATXN2-luciferase reporter) viability, CellTiter-Fluor protease fluorescence, 24 h | Potency, µM (highest dose often 56.7 µM), actives largely listed as cytotoxic | 0.49% of 400,000 active | AID 651635, 2014; further: potency means the concentration at half of the fitted maximal effect; nearly all actives have a fitted effect of over 40% in size
TGFb inhibitor: qHTS for Inhibitors of TGF-b. HepG2 CAGA-GFP TGF-b/SMAD3 reporter, GFP fluorescence, 18 h; TGF-beta stimulated, 500 pg/mL final. Potency, µM (titrated, usually from 46.1 µM), for inactives: top-dose activity, negative = inhibition, actives largely listed as inhibitors. 1.2% of 410,000 active; further: potency means the concentration at half of the fitted maximal effect; on the % scale 0 is the no-effect control and ±100 the full control effect; nearly all actives have a fitted effect of over 65% in size
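Inhibition was scored as loss of TGF-beta-induced (500 pg/mL final, 18 hours, 37 degrees C) GFP in HEPG2 cells carrying a CAGA-GFP reporter, in DMEM with 1% FBS. Well GFP was summed per cell; Activity was normalised to unstimulated and stimulated DMSO wells, then concentration-response fitting.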
Starred values were filed as active, the others as inactive; i = inactive; ? = inconclusive; / = not tested or not shown; & = joins results of further samples; [ ] = another dose, or the depositor's remark. Unless noted, the call rests on the fitted dose curve; in most records, active means well fitted curve in the direction sought with a large enough effect; inconclusive means small, poorly fitted or top-dose-only effect, or another doubt; inactive means no such curve, though single readings can be large; an effect the other way counts as inactive or inconclusive.

SMILES	MCF10A rerep	ATXN2 expr inh	Nrf2 ARE act	A549 tox	IL-1B inflam inh	Nrf2 block	HepG2 tox	S2 tox	TGFb inhibitor
O=c1[nH]c(=S)ccn1C1OC(CO)C(O)C1O (stereo not given)	?	-23%	-1.0%	-5%	4	-26%	2%	?	9%
CCCCN(C)CCNC(=O)c1cc2c(-c3cccc(OC)c3)nn(C)c2s1	?	-25%	30%	2%	-87*	?	-32%	?	2%
COC(=O)CNC(=O)Cc1c(F)cccc1Cl	-2%	-13%	0.4%	-5%	18	3%	-5%	i	-2%
Cc1nnc(SCC(=O)NCCc2ccccc2)s1	2%	/	-0.1%	1%	24	-8%	2%	i	0%
O=C(CSc1ccccn1)N1CCN(C(=O)CSc2ccccn2)CC1	-5%	5%	-0.6%	1%	20	8%	-2%	?	-3%
CC(C)c1ccc(NC(=O)CN2C(=O)C3(SCC(=O)N3c3ccc(F)cc3)c3ccccc32)cc1 (stereo not given)	/	-25%	6.0%	-22%	/	?	-24%	i	-28%
CC(C)c1onc(C(=O)NCCc2ccccc2)c1[N+](=O)[O-]	10%	31%	15%	1%	-12	?	-8%	i	-14%
Cc1ccc(Nc2cc(=O)[nH]c(=O)[nH]2)cc1C	?	/	2.7%&4.6%	2%&0%	-4	4%&2%	9%&5%	i	1%&-23%
CCOc1ccc(/C=N/N2CCN(Cc3ccccc3)CC2)cc1	5%	-2%	0.2%	-3%	-21	-3%	-29%	i	-2%
Cc1cc(=O)oc2cc(OCC(=O)OCC(=O)Nc3ccccc3Br)ccc12	-3%	1%	3.4%	2%	8	8%	-17%	i	-10%
O=C(COC(=O)c1ccc(S(=O)(=O)N2CCOCC2)cc1)NC1CCCCCC1	4%	5%	0.3%	1%	31	9%	0%	i	15%
CCN(CC)C(=O)c1[nH]cnc1C(=O)Nc1ccccc1	-31%[inhibitor]	10%	-0.8%	-1%	10	2%	-1%	i	-25%
CCOC(=O)c1cnc(-c2ccccc2)nc1Oc1cccc(Cl)c1	16%	-10%	0.4%	10%	10	27%	4%	i	?
COc1ccccc1CNC(=O)CSc1nnc2c(n1)[nH]c1ccc(F)cc12	-28%	-14%	0.2%	-2%	-1	3%	-2%	i	2%
CCOC(=O)Cn1c(CN2CCN(C(=O)c3ccco3)CC2)nc2c1c(=O)n(C)c(=O)n2C	2%	2%	0.2%	-2%	1	-7%	8%	i	4%
Cc1nc(-c2ccccc2)sc1-c1ccc(SCC(=O)NCc2ccc(Cl)cc2)nn1	/	/	15%	-12%	/	-7%	-1%	/	40%[activator]
O=C(O)c1ccc(NC(=O)c2ccc3c(c2)C(=O)N(c2ccccc2)C3=O)cc1	-7%	/	-1.3%	0%	-16	-7%	-9%	i	7%
Nc1ccc(-c2nc3nc(N)nc(N)c3nc2-c2ccc(N)cc2)cc1	5%	-17%	0.1%	-6%	-29	13%	-19%	i	15%
Cc1nc(C(F)(F)F)ccc1C(=O)N1CCC1(C)C(=O)NS(=O)(=O)c1c(C)noc1C (stereo not given)	/	16%	0.3%	/	23	/	7%	i	?
O=C(NC1CC1)C1CC(=O)N(c2ccccc2)C1 (stereo not given)	6%	14%	-0.3%	-5%	33	-26%	-32%	i	4%
O=C1CSC(c2ccccc2)N1c1nc(-c2ccc(Cl)cc2Cl)cs1 (stereo not given)	-4%	-10%	0.3%	-5%	46	?	1%	i	-1%
Cc1cc2[nH]c(=O)c(=O)[nH]c2cc1S(=O)(=O)NCC(C)c1ccccc1 (stereo not given)	/	/	-1.2%	/	-5	/	-26%	?	-6%
CC(C)(C)OC(=O)N1CCC(c2c(C(=O)O)cnn2-c2ccc(F)cc2F)CC1	/	0%	-0.4%	-3%	/	-10%	-1%	i	-16%
CN(c1ccccc1C(=O)Nc1ccc(S(=O)(=O)N2CCCC2)cc1)S(C)(=O)=O	4%	1%	-1.2%	-5%	9	-5%	-1%	i	6%
N#Cc1c(N2CCCCC2)nc(N)c2c(N)nc(SCC(=O)O)cc12	25%	1%	4.9%	1%	-24	-17%	-23%	i	-12%
O=C(O)CN1C(=O)/C(=C\c2cccc(OCc3ccc(Cl)cc3)c2)SC1=S	19%	/	4.1%	-5%	5	20%	-10%	/	-5%
Cc1nn(-c2ccccc2)c(OC(=O)c2ccccc2)c1S(=O)(=O)c1ccccc1	/	-3%	-1.4%	1%	/	-12%	3%	i	-23%
COC(=O)N/N=C\c1ccc(OC/C=C/c2ccccc2)cc1	-3%	13%	0.4%	0%	0	1%	0%	i	1%
COc1ccc(/C=N/n2c(N)nc(-c3ccccc3)c2-c2ccccc2)cc1	?	23%	2.9%	-2%	?	/	-20%	i	?
CC(C)NC(=O)C1(C)CCN1C(=O)c1ccc(F)c(Cl)c1 (stereo not given)	/	6%	-0.3%[9.22 µM]	/	13	/	14%	i	-1%

Of the compounds above, these have two or more sulfur atoms:
SMILES	MCF10A rerep	ATXN2 expr inh	Nrf2 ARE act	A549 tox	IL-1B inflam inh	Nrf2 block	HepG2 tox	S2 tox	TGFb inhibitor
Cc1nnc(SCC(=O)NCCc2ccccc2)s1	2%	/	-0.1%	1%	24	-8%	2%	i	0%
O=C(CSc1ccccn1)N1CCN(C(=O)CSc2ccccn2)CC1	-5%	5%	-0.6%	1%	20	8%	-2%	?	-3%
Cc1nc(-c2ccccc2)sc1-c1ccc(SCC(=O)NCc2ccc(Cl)cc2)nn1	/	/	15%	-12%	/	-7%	-1%	/	40%[activator]
O=C1CSC(c2ccccc2)N1c1nc(-c2ccc(Cl)cc2Cl)cs1 (stereo not given)	-4%	-10%	0.3%	-5%	46	?	1%	i	-1%
CN(c1ccccc1C(=O)Nc1ccc(S(=O)(=O)N2CCCC2)cc1)S(C)(=O)=O	4%	1%	-1.2%	-5%	9	-5%	-1%	i	6%
O=C(O)CN1C(=O)/C(=C\c2cccc(OCc3ccc(Cl)cc3)c2)SC1=S	19%	/	4.1%	-5%	5	20%	-10%	/	-5%

Additional records
SMILES	MCF10A rerep	ATXN2 expr inh	Nrf2 ARE act	A549 tox	IL-1B inflam inh	Nrf2 block	HepG2 tox	S2 tox	TGFb inhibitor
Cc1cc(S(=O)(=O)Nc2cc3c(cc2C)n(C)c(=O)c(=O)n3C)ccc1F	/	10%	0.8%	-7%	/	-26%	-3%	i	-9%
COC(=O)c1ccc2[nH]c(C)c(CN3CCCC3)c(=O)c2c1	5%	-1%	-1.0%	1%	2	18%	4%	i	-11%
COc1ccccc1N1CCN(C(=S)Nc2ccc(F)cc2)CC1	-1%	12%	-0.5%	-2%	-19	-18%	-29%	i	-11%
COc1ccc2nc(NC(=O)CSc3nnc(C)s3)sc2c1	?	-6%	0.0%	6%	-5	/	-7%	i	5%
O=C(C1CC=CCC1)N1CCN(C(=O)C2CC=CCC2)CC1 (stereo not given)	-23%	-2%	0.3%	2%	-19	1%	2%	i	23%
Cc1ccc(C)c(N2CCN(C(=O)CN3C(=O)c4ccccc4C3=O)CC2)c1	0%	1%	0.3%	?	-13	?	-2%	i	-2%
CCc1ccc(CNCc2cccs2)cc1	-4%	20%	-0.4%	-4%	2	10%	-13%	i	-1%
CN(Cc1ccccc1)C(=O)c1cccc(N2C(=O)NC3CC2(C)Oc2ccccc23)c1 (stereo not given)	-1%	-22%	-1.0%	2%	?	-15%	-27%	?	-2%
Fc1ccc(-c2cnn3c(-c4ccncc4)ccnc23)cc1	0%	46%[activator]	4.5%	-1%	0	?	0%	i	6%
Cc1ccc(NC(=S)N2CCC(NC(=O)c3ccccc3)CC2)cc1	-12%	-2%	-0.2%	-16%	-6	-10%	-5%	i	24%
O=S(=O)(c1ccc(-n2cnnn2)cc1)N1CCN(c2ccccc2F)CC1	7%	/	-0.3%&0.0%	16%&4%	18	19%&15%	10%&-16%	i	-1%&-13%
Cc1nc(NC(=O)c2cc3c(C)nn(-c4ccccc4)c3s2)sc1C(=O)Nc1ccccc1	10%	-9%	2.8%	1%	21	13%	-2%	i	-5%
CCOc1ccccc1N1CCN(C(=S)NC(=O)C23CC4CC(CC(C4)C2)C3)CC1	17%	?	-0.3%	12%	-9	-17%	10%	i	?
COc1ccc(-c2nnc(SCC(=O)N3CCC(Cc4ccccc4)CC3)o2)cc1OC	2%	-13%	-1.0%	1%	-4	1%	3%	i	-16%
